uPA generation: inhibitors of cell surface uPA generation; cell surface uPA generation assay, qHTS; Potency, µM (doses to about 38.3 µM), for the others: at the top dose activity change, negative = inhibition, most hits filed as inhibitors; 330,000 compounds, 0.31% hits; active = well fitted inhibition curve with a large enough effect; inconclusive = small, poorly fitted or top-dose-only effect; inactive = no such curve, though single readings can be large or run the other way; tested in mouse RAW 264.7 cells; note: potency is the fitted concentration of half-maximal effect; % is set by controls: 0 for no effect and ±100 for the full control effect; nearly all actives have a fitted effect of over 55% in size
Rab9 prom act: activators of Rab9 promoter. Huh7 Rab9 promoter-luciferase reporter, luminescence, 24 h. Potency, µM (series often up to 9.22 µM), for the others: at the top dose activation, negative = inhibition, hits mostly activators. 320,000 compounds, 2.8% hits. AID 485297; note: potency is the fitted concentration of half-maximal effect; % of control where 0% means no effect; nearly all actives have a fitted effect of over 60% in size
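Quantitative HTS format; Huh7 Rab9-luciferase reporter cells (1500/well) receive compound 2 h post-plating, incubate 24 h at 37 °C, then get luciferase reagent for 10 min before luminescence reading.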
KCNH2 3.1 inh: inhibitors of human KCNH2 3.1 potassium channel isoform; AID 720553; 340,000 compounds, 0.95% hits; activity change, % (tested at about 1.8 µM); U2OS KCNH2 3.1, thallium flux FluxOr; active compounds read low;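 active = maximum activity change below -70%; inconclusive = maximum activity change from -70% to -50%; inactive = maximum activity change above -50%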;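 note: thallium influx rate constant from kinetic fluorescence after stimulation buffer; % is set by controls: 0 for no effect and ±100 for the full control effect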
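FluxOr-based Tl+ influx in U2OS cells transduced with KCNH2 3.1 virus; rate constants normalized to DMSO controls.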
NPC1 promoter act: NPC1 promoter activation. Huh7 NPC1 promoter luciferase reporter, 24 h. Potency, µM (doses to about 9.22 µM), without a hit: top-dose activation, hits mostly activators. 320,000 compounds, 2.4% hits. AID 485313;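 note: potency is the fitted concentration of half-maximal effect; % of control where 0% means no effect; nearly all actives have a fitted effect of over 60% in size; reporter is driven by a mutant NPC1 promoter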
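Luminescence read-out of NPC1 promoter-driven luciferase in stably transfected Huh7 cells; compounds delivered in DMSO and left 24 h at 37C, 5% CO2, qHTS titration format.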
RORgamma inh: ROR gamma (mouse) transcription inhibition | P51450 | Drosophila S2 Gal4-RORgamma UAS-luciferase reporter, 20 h | Potency, µM (titrated, usually from 53.6 µM), for inactives: at the highest dose activity change, negative = inhibition, usual class: inhibitors | 310,000 compounds, 5.4% hits; note: potency is the fitted concentration of half-maximal effect; % is set by controls: 0 for no effect and ±100 for the full control effect; nearly all actives have a fitted effect of over 60% in size
Target sequence (P51450 whole entry, looked up, the tested form may be a part): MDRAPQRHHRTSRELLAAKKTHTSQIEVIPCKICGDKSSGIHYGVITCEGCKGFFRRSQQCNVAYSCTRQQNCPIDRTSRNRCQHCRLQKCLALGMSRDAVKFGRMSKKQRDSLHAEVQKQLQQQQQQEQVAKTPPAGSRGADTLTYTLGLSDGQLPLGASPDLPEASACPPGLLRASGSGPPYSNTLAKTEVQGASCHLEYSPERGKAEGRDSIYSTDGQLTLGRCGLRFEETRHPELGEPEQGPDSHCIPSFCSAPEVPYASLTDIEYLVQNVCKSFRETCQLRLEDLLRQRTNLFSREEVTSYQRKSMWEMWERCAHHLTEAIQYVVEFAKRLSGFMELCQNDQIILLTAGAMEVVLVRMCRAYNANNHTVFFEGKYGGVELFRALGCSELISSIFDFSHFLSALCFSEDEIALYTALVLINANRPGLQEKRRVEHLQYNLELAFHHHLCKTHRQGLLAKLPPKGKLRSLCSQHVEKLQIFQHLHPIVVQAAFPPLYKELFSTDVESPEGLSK
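Luminescence from a UAS-regulated Photinus luciferase reporter in stably transfected Drosophila Schneider cells is measured; decreased signal marks ROR gamma inhibition. Fusion expression is induced by 700 uM copper sulfate for 20 hr.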
Tb PFK inh: blocks T. brucei phosphofructokinase; O15648; T. brucei PFK, ADP-Glo luminescence; Potency, µM (top dose mostly 57.5 µM), without a hit: at the top dose activity, negative = inhibition, actives largely listed as inhibitors; AID 485367; 330,000 compounds, 0.17% hits;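 note: potency is the fitted concentration of half-maximal effect; 0% = uninhibited 1x PFK enzyme wells and -100% = no-enzyme wells; nearly all actives have a fitted effect of over 60% in size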
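Compounds were pin-transferred as a titration series up to 57 uM into substrate buffer (0.5 mM F6P, 0.1 mM ATP, pH 8.0), then 1.25 nM PFK was added and reactions ran 45 min before ADP-Glo detection.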
Giardia killer: Giardia lamblia killing; Giardia lamblia trophozoite viability; activity change, % at 7.66 µM, hits read low; 340,000 compounds, 0.15% hits; in the data active = activity change below about -80%; inconclusive = between about -30% and that limit;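 note: parasites exposed to compound for two days anaerobically before the ATP read; % is set by controls: 0 for no effect and ±100 for the full control effect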
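Trophozoite viability was measured as ATP-dependent luminescence, read 15-30 min after reagent addition. Before that, parasites at 100 cells/well were exposed to compounds for 48 h, anaerobically, at 37 deg C.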
ELG1 genotoxic: induces genotoxicity in HEK293T cells with luciferase-tagged ELG1 | HEK293T ELG1-luciferase reporter, luminescence, 16 h | 330,000 compounds, 1.3% hits | Potency, µM (titrated, usually from 46 µM), for inactives: top-dose activity change, positive = activation, actives largely listed as activators | AID 504466; note: potency is the fitted concentration of half-maximal effect; % of control where 0% means no effect; nearly all actives have a fitted effect of over 60% in size
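HEK293T cells expressing luciferase-tagged ELG1 were exposed to compound or DMSO vehicle for 16 hr at 37 °C and 5% CO2. Luciferase activity was then measured with ONE-Glo after 30 min at room temperature.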
Coupling enz: inhibits coupling enzyme system, counter-screen for aldolase hits; 290,000 compounds, 0.67% hits; activity change, negative = inhibition, % at 58.2 µM, hits read low; coupling enzyme system counterscreen, AmpLite Red fluorescence; in the data active = activity change below about -30%; note: % is set by controls: 0 for no effect and ±100 for the full control effect
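Fluorescence at 525 nm excitation and 598 nm emission measured inhibition of the coupled detection system without aldolase. Compounds (at 57.5 uM final) were preincubated 10 min at room temperature with coupling enzyme reagent before a 20 min substrate/AmpLite Red step.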
VP16 counter: Gal4-VP16 reporter inhibition counter-screen; Potency, µM (series often up to 53.6 µM), inactives show at the top dose activity, negative = inhibition, most hits filed as inhibitors; AID 2546; Drosophila S2 Gal4-VP16 UAS-luciferase, luminescence, 20 h; 310,000 compounds, 3.5% hits;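 note: Gal4-VP16 expression switched on by copper sulfate through the metallothionein promoter; potency is the fitted concentration of half-maximal effect; % is set by controls: 0 for no effect and ±100 for the full control effect; nearly all actives have a fitted effect of over 50% in size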
FLuc counter: inhibits or activates purified firefly luciferase, miR-21 counter-screen | P08659 | purified FLuc, Km substrates, luminescence inhibition | Potency, µM (highest dose often 57.5 µM), for the others: at the highest dose activity change, negative = inhibition, hits mostly inhibitors | 360,000 compounds, 6.9% hits | AID 588342;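 note: potency is the fitted concentration of half-maximal effect; plate controls were vehicle for no effect and reference inhibitor for full effect; nearly all actives have a fitted effect of over 55% in size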
Target sequence (P08659 whole entry, looked up): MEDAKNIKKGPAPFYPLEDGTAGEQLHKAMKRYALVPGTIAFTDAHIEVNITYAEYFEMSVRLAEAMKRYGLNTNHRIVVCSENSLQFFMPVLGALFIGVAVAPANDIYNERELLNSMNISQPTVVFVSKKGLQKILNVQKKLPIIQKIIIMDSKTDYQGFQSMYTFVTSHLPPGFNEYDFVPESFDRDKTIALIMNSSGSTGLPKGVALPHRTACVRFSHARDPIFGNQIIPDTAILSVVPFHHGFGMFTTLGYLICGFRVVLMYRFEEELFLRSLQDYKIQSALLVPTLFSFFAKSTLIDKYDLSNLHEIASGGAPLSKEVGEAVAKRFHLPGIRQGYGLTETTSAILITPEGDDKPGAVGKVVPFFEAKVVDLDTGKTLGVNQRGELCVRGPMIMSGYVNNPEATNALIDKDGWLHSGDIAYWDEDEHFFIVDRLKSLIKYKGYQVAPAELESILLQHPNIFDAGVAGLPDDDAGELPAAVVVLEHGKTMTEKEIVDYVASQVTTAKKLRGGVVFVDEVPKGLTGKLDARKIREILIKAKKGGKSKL
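Purified P. pyralis luciferase (10nM final) with 10uM D-luciferin and 10uM ATP (Km levels) in 50mM Tris acetate pH 7.5, 10mM Mg acetate, 0.01% Tween-20, 0.05% BSA; qHTS 6-point titration, ~60 µM downward; luminescence read.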
* hit, by the source's call; ? = inconclusive; · = no result given; [ ] = remark or other dose. Unless noted, calls come from the whole dose curve; as a rule, active = well fitted curve in the direction sought with a large enough effect; inconclusive = small, poorly fitted or top-dose-only effect, or another doubt; inactive = no such curve, though single readings can be large; an effect the other way counts as inactive or inconclusive.

SMILES	uPA generation	Rab9 prom act	KCNH2 3.1 inh	NPC1 promoter act	RORgamma inh	Tb PFK inh	Giardia killer	ELG1 genotoxic	Coupling enz	VP16 counter	FLuc counter
COc1ccc(N(CC(=O)NCCSc2ccccc2)S(=O)(=O)c2ccccc2)cc1	3%	5%	-7	-3%	2%	0%	-23	-16%	·	3%	3%
O=C(NCC(c1ccco1)N1CCc2ccccc2C1)c1ccc(F)cc1 (stereo not given)	-26%	-3%	-18	-4%	·	-7%	-11	0%	·	·	0%
CC(C)c1ccc(NC(=O)CSc2nc(=O)n(CCN3CCOCC3)c3c2CCC3)cc1	-7%	1%	-7	-2%	·	-15%	-14	-2%	·	·	-10%
c1ccc(-c2nc(NCc3ccco3)c3ccccc3n2)nc1	-10%	3%	3	-1%	1.3µM*	-3%	-7	-10%	0	2.8µM*	-2%
COc1ccc(S(=O)(=O)N(CC(=O)NC(C)C)Cc2ccccc2)cc1	-8%	-3%	-5	3%	-24%	-8%	0	-4%	-6	5%	8%
CC1(c2ccccc2)NC(=O)N(CCN2C(=O)c3ccccc3C2=O)C1=O (stereo not given)	5%	16%	-15	1%	-9%	-4%	10	0%	-1	-1%	4%
CCCCCCc1cc2cc(C(=O)NC)c(=N)oc2cc1O	5%	2%	1	-1%	10%	1%	-8	-3%	0	-2%	-7%
COC(=O)c1[nH]c2cccc(OC)c2c1NC(=O)C(C)N1CCC(C)CC1 (stereo not given)	·	-4%	-6	-4%	-4%	1%	19	-4%	1	10%	1%
CCn1ncc([N+](=O)[O-])c1C(=O)Nc1c(C)cccc1C	?	-1%	18	-1%	-34%	-2%	2	1%	1	0%	-2%
COc1cccc(-c2ccc(NC(=O)C3CCCN(CCCn4nc(C)cc4C)C3)cc2)c1 (stereo not given)	-5%	-5%	-74*	7%	?	2%	11	2%	0	-4%	?
CC(C)C(NC(=O)c1ccccc1)c1nnc(SCC(=O)NC2CCCC2)n1C (stereo not given)	3%	9%	18	0%	-5%	-3%	21	3%	0	4%	-2%
Cc1cnc(NCCc2ccccc2)s1	-3%	15%	12	20%	?	-4%	-22	5%	-1	?	?
CN(Cc1ccco1)C(=O)c1ccc(CNS(=O)(=O)c2ccc3c(c2)C(C)(C)C(=O)N3C)cc1	-7%	-4%	0	0%	?	-1%	10	2%	0	-2%	0%
CCOc1cc(/C=N/NC(N)=O)cc(Br)c1OCC(=O)Nc1cccc2ccccc12	1%	20%	-12	-1%	-34%	-6%	17	-3%	2	0%	0%
Cc1nn(Cc2ccccc2)c(C)c1/C=N/NC(=O)CNc1cccc(C(F)(F)F)c1	?	-5%	-13	-6%	?	-9%	7	-4%	-2	?	1%
O=C(CNS(=O)(=O)/C=C/c1ccccc1)OC1CCOC1=O (stereo not given)	8%	-3%	12	-2%	15%	-4%	-20	0%	3	3%	-2%
O=C(NCC1CCCCC1)C1CCC(=O)N(CCc2cccc(F)c2)C1 (stereo not given)	-4%	-1%	5	-4%	17%	8%	8	0%	1	4%	-1%
CNC(=O)c1ccccc1NC(=O)c1ccc(C)c(S(=O)(=O)N2CCCCC2)c1	4%	2%	-11	1%	9%	-4%	-8	-8%	1	-10%	?
O=C1CSC(c2ccccc2)N1Cc1ccccn1 (stereo not given)	6%	2%	17	-6%	-5%	1%	5	-1%	0	-2%	1%
CSCCC(NS(=O)(=O)c1ccccc1F)C(=O)N1CCCCCC1 (stereo not given)	3%	-3%	9	-2%	-21%	-8%	3	-2%	0	1%	2%
CCc1nc2sc(C)c(C)c2c(=O)n1CCO	-8%	3%	-2	1%	-2%[0.365 µM]	-16%	-14	-3%	1	·	2%
COc1ccc(C2C(C(C)=O)=C(C)N=c3s/c(=C\c4ccco4)c(=O)n32)c(OC)c1 (stereo not given)	2%	-6%	-6	-1%	-26%	-6%	24	-11%	-4	1%	0%
COc1ccc(C(=O)Nc2ccccc2C(=O)Nc2ccncc2)cc1	-9%	?	6	?	-13%	2%	?	?	-5	-13%	1.7µM*
COc1cc(/C=C2/C(=N)N3C(SC)=NSC3=NC2=O)ccc1OC(=O)c1ccco1	10%	?	-7	?	14%	6%	-4	?	5	-2%	27µM*
Clc1ccc(-c2nc3ccccn3c2CN2CCCCC2)cc1	-10%	11%	12	1%	18µM*	-2%	11	10%	-1	-5%	?
O=C(CN(Cc1ccccc1F)S(=O)(=O)c1ccc(Cl)cc1)NCC1CCCO1 (stereo not given)	0%	2%	-19	-5%	3%	0%	7	-5%	4	1%	0%
O=C(Cc1csc(-c2ccccc2)n1)NCc1ccccc1F	·	-1%	·	7%	?	-1%	·	2%	-3	1%	?
COc1cc(CNc2ccc3[nH]c(=O)[nH]c3c2)ccc1OCc1ccccc1Cl	-13%	14%	-7	-1%	-24%	-4%	-14	3%	-1	-20%	1%
Cc1ccc(S(=O)(=O)N2CCC(=O)N(C(COCc3cccc(C(F)(F)F)c3)C(C)C)CC2)cc1 (stereo not given)	-21%	-5%	-19	-5%	?	1%	-13	-2%	-4	-13%	-1%
Clc1ccc(OC2CCN(Cc3nc(CC4CC4)no3)CC2)cc1	4%	-1%	11	-8%	?	0%	-21	-7%	-3	-10%	1%
O=C(NCCCCc1ccccc1)c1cccc([N+](=O)[O-])c1	-22%	-2%	18	-3%	?	1%	-16	-7%	1	4%	-1%
COc1ccc(Cc2noc(CN3CCN(Cc4csc(C)n4)CC3)n2)cc1OC	-2%	10%	4	-3%	17%	-4%	4	1%	-1	-4%	5%
S=c1[nH]c2ccccc2n2c(=S)[nH]nc12	6%	-7%	3	-1%	-7%	-7%	?	0%	0	2%	2%
Cc1ccc(N)cc1CN1CCCC1=O	13%	-4%	-32	-3%	-6%	-5%	17	4%	1	-6%	0%
CCOC(=O)CC(=O)CSc1nc(-c2ccc3c(c2)OCO3)cc(C(F)(F)F)c1C#N	·	-1%	-2	3%	-35%	2%	5	6%	-1	?	0%
N/C(=N\NC(=O)Nc1ccc(Cl)cc1)c1ccccn1	9%	?	4	?	9%	-16%	-5	?	2	9%	?
C=CCN1C(=O)C(CCCC)NC1=S (stereo not given)	-11%	-2%	11	-1%	?	0%	-2	4%	-2	?	-2%
Cc1cc(C)nc(N2CCN(c3ncnc4c3cnn4Cc3ccc(Cl)cc3Cl)CC2)n1	4%	-20%	2	-11%	-20%	-1%	-2	-9%	1	-5%	-1%
COc1cccc(C(=O)N[C@@H](C)C(=O)N2CCC3(CC2)NCCc2[nH]cnc23)c1	8%	-4%	3	-3%	8%	-2%	-3	1%	·	-3%	3%
COCCN1C(=O)c2cc(C(=O)Nc3ccc(C)c(F)c3)ccc2C1Nc1ccc(C)c(F)c1 (stereo not given)	-8%	5%	-13	5%	-5%	-1%	?	-1%	1	?	0%
O=C(COc1ccc(S(=O)(=O)Nc2ccccc2)cc1)NCc1ccncc1	6%	0%	-7	-43%[inhibitor]	18%	-7%	9	-4%	3	13%	1%
O=C(NCCN1C(=O)C2C3C=CC(C3)C2C1=O)NCc1ccccc1 (stereo not given)	3%	-3%	-3	-2%	32%	0%	1	1%	-1	-5%	-2%
Cc1ccc(NC(=O)c2cc([N+](=O)[O-])ccc2N2CCCC2)cc1	2%	-2%	·	5%	22%	-25%	5	-12%	2	1%	-2%
Cc1cccc(OCc2nnc(SCC(=O)N3CCCC3)o2)c1	1%	0%	6	-2%	-5%	0%	9	2%	1	13%	-3%
C=CCC1NS(=O)(=O)OCC1NC(=O)OCC(Cl)(Cl)Cl (stereo not given)	3%	0%	-3	-4%	4%	3%	0	1%	-1	13%	3%
COc1ccc2oc(=O)c(C(=O)C[n+]3cccc(C)c3)cc2c1	3%	5%	-12	-2%	0%	-20%	-11	-7%	-9	8%	0%
O=C(c1ccc2ccccc2c1)c1c[nH]cc1-c1ccccc1	-1%	-4%	-10	-5%	?	0%	4	8%	-4	-4%	-15%
Cc1ccc(S(=O)(=O)N2Cc3ccccc3CC2C(=O)Nc2ccc3c(c2)OCO3)cc1 (stereo not given)	7%	-3%	-1	-2%	?	-8%	-1	11%	-5	?	?
Cc1ccc(NC(=O)CSc2nnc3ccccn23)cc1S(=O)(=O)N1CCOCC1	1%	3%	19	-3%	20%	-1%	17	-5%	4	14%	-1%
Cn1c(SCc2ccccc2)nnc1-c1ccco1	1%	?	-3	20%	20%	-4%	-11	?	-2	?	?

2 entries from above, set out differently:
Under each structure – uPA generation | Rab9 prom act | KCNH2 3.1 inh | NPC1 promoter act | RORgamma inh | Tb PFK inh | Giardia killer | ELG1 genotoxic | Coupling enz | VP16 counter | FLuc counter
O=C(COc1ccc(S(=O)(=O)Nc2ccccc2)cc1)NCc1ccncc1
    6% | 0% | -7 | -43%[inhibitor] | 18% | -7% | 9 | -4% | 3 | 13% | 1%
O=C(NCCN1C(=O)C2C3C=CC(C3)C2C1=O)NCc1ccccc1 (stereo not given)
    3% | -3% | -3 | -2% | 32% | 0% | 1 | 1% | -1 | -5% | -2%
